Screens as filed in PubChem BioAssay.
FLuc act counter: firefly luciferase counter-screen for stimulation assays; P08659; ATPlite luciferase biochemical, luminescence, 10 min; 0 = ATP-free wells, 1 = DMSO control; AID 1027; 200,000 tested, under 10 active; activation factor at 10 µM;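 active means luciferase activation factor, scaled between plate controls, of at least 2 with compound at 10 µM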
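Assay system: Luciferase/luciferin reagent mix; Medium: PBS as buffer for the ATP substrate; Dosing: test compounds dosed from 2 mM stocks in 100% DMSO; Times: 10 min, room temperature; Signal: luminescence from luciferase reaction; Read-out: luciferase activation; Controls: No-ATP low control, compound-free enzyme-plus-ATP high control.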
RAM inhibit: inhibitors of the yeast RAM network. 190,000 tested, 1.8% active. AID 868. S. cerevisiae dse1pr::URA3 reporter, 5-FOA growth OD615, 2 d; analog-sensitive cbk1-as2 kinase mutant strain. inhibition, % at 50 µM;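 active means inhibition above a set limit, 3 SD over mean compound inhibition, cut at about 8.4% in these data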;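 further: 0% = DMSO-only wells with no growth and 100% = 10 µM 1-NA-PP1 full growth; inhibition rescues growth on 5-FOA so higher OD means more RAM inhibition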
APP 5UTR inh: APP translation inhibition | SH-SY5Y APP 5'UTR-luciferase reporter, luminescence | inhibition, % at 2 µM | 190,000 tested, 0.82% active;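 active means inhibition above a set limit, derived from the sample mean plus 3 SD, cut at about 45% in these data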; further: values of inactives mirror those of a sister screen read the other way
FLuc inhib CS: Photinus pyralis luciferase inhibition counter-screen. P08659. ATPLite firefly luciferase biochemical luminescence, 10 min. inhibition, % at 10 µM. 200,000 tested, 1.5% active. AID 1006;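 active means inhibition above about 50% when tested at 10 µM, limit read from the data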
bIAP act: intestinal alkaline phosphatase (bovine) activation. activation factor at 20 µM. purified bovine IAP, CDP-star luminescence, 30 min; hits give high values; fold of DMSO-control signal, blank-subtracted. AID 1016. 200,000 tested, 0.17% active;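 active means activation factor of 2 or more at 20 µM, a signal rise over negative controls twice the positive control's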
L major viab: reduces viability of Leishmania major promastigotes; resazurin fluorescence viability; inhibition, % at 10 µM; 200,000 tested, 9% active; in the data active means inhibition above about 50%;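 further: promastigotes grown with compound for 44 hours at 28 °C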
TNAP inh no acc: inhibitors of human TNAP without phosphate acceptor; P05186; purified TNAP, CDP-star luminescence, 30 min; inhibition, % at 20 µM; 200,000 tested, 0.26% active; AID 1012;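 active means tissue-nonspecific alkaline phosphatase inhibition above about 50% at 20 µM in the single-dose screen, limit read from the data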;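 further: 0% = DMSO negative control and 100% = EDTA positive control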
Target sequence (P05186 whole entry, looked up): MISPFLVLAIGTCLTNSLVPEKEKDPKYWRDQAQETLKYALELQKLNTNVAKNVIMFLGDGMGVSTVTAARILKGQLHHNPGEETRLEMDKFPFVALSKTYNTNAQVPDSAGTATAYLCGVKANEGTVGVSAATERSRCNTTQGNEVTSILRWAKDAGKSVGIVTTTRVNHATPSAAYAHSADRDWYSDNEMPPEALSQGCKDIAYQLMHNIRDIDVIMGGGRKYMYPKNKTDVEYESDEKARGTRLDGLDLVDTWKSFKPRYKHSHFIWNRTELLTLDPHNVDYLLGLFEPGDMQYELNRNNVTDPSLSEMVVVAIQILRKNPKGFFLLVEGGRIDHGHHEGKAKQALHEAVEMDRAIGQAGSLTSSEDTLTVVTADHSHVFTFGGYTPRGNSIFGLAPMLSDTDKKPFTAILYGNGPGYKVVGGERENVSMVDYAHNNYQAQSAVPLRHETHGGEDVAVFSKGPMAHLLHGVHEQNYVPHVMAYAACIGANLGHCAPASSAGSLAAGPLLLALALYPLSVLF
TNAP act hiacc: activators of human TNAP at high phosphate acceptor concentration; purified TNAP, CDP-star luminescence, 1 M DEA, 30 min; hits give high values; 0 = EDTA background, 1 = DMSO-only activity; activation factor at 20 µM; 200,000 tested, under 10 active; AID 1136; P05186;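 active means activation factor at least 2 at 20 µM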
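Measured by: Luminescent substrate turnover signal | Test system: Human TNAP | Input: TNAP 1/800 final | Dosing: 20 µM single point | Schedule: 30 min, room temperature | Controls: EDTA wells as negative control, DMSO wells as positive control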
TNAP inh hiacc: inhibitors of human TNAP at high phosphate acceptor concentration. purified TNAP, CDP-star luminescence, 1 M DEA. P05186. 200,000 tested, 0.03% active. inhibition, % at 20 µM;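 active means over 50% inhibition of tissue-nonspecific alkaline phosphatase at 20 µM in the single-dose screen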;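 further: plate controls were DMSO wells for no effect and EDTA-quenched wells as full inhibition for full effect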
bIAP inhibitor: blocks bovine intestinal alkaline phosphatase activity | purified bovine IAP, CDP-star luminescence, 30 min | AID 1019 | 190,000 tested, under 10 active | inhibition, % at 20 µM;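 active means over 50% inhibition of intestinal alkaline phosphatase at 20 µM in the single-dose screen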
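System: Purified bovine intestinal alkaline phosphatase (IAP) enzyme | Input: IAP diluted 1/65,000,000 in the well | Also added: CDP-star chemiluminescent phosphatase substrate, 30 µM final | Dosing: 20 µM single dose | Times: Enzyme reaction for 30 min at room temperature | Detection: Luminescence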
* = called active by the depositor. Compounds were not picked by outcome; overall some 13% were active at least once.

SMILES,FLuc act counter,L major viab,TNAP act hiacc,RAM inhibit,TNAP inh no acc,APP 5UTR inh,bIAP inhibitor,TNAP inh hiacc,FLuc inhib CS,bIAP act
Cc1ccsc1C(=O)N1CCN(S(=O)(=O)c2cccs2)CC1,1.1,-3,1,0.0,4,17,-1,-1,-8,1
CCCC(=O)NC(c1ccc(OC)c(OC)c1)c1cc(Cl)c2cccnc2c1O (stereo not given),1,99*,1,4.5,-2,53*,-45,0,-3,1.4
COc1cc(CN2CCN(S(=O)(=O)c3ccc(NC(C)=O)cc3)CC2)cc(OC)c1O,1.1,-6,1.1,4.6,-3,13,-4,-8,-12,1
CCOCCn1c(SCc2ccc(F)cc2)nc2c1c(=O)[nH]c(=O)n2C,1.1,2,1,-0.6,0,14,7,-3,-6,0.9
Cc1ccc2[nH]cc(C(=O)CN3CCN(c4ccccc4F)CC3)c2c1,1,-4,1,-0.8,-4,15,16,1,-1,0.8
CCOc1cccc(=O)c2c(C)n(CC3CCCO3)c(C)c12 (stereo not given),1.1,-5,1.1,-0.3,-5,1,27,-6,-8,0.7
CNc1c([N+](=O)[O-])cnn1-c1ccccc1F,0.8,-5,1,-0.6,-1,-8,-10,0,16,1.1
CCOCC(=O)Nc1nnc(COC)s1,1,-3,0.9,2.2,3,-2,6,7,4,0.9
Cn1c(=O)n(C)c2cc([N+](=O)[O-])c(N3CCN(C(=O)c4ccc(F)cc4)CC3)cc21,1,2,1,-0.1,-2,1,-2,0,-2,1
CCCCn1nnc(NC(=S)NC(=O)c2cccs2)n1,1,-6,1,0.6,-11,6,1,2,4,1
CCOC(=O)C1CSc2[nH]c(=O)sc2C1c1ccccc1 (stereo not given),1.1,3,1.1,2.7,-16,-27,12,-6,-8,0.9
Cn1c(CN2CCCC2)nc2cc(NC(=O)COc3ccccc3)ccc21,1,1,1,0.5,-7,8,4,-2,-3,1
Cc1cn(-c2ccc(Br)cc2)[nH]c1=O,0.8,-10,1,1.6,-1,-23,7,3,20,0.9
COc1ccc(-c2n[nH]c(=S)n2N)c(OC)c1,1,-5,1,1.1,1,4,7,-2,-4,0.9
Cn1cccc1Cc1nnc(SCC(=O)N2CCCc3ccccc32)n1-c1ccc(F)cc1,1.1,13,1,1.0,-10,11,5,-5,-9,0.9
COc1ccc(OC)c(C(=O)CSc2nnc(-c3cccnc3)n2C)c1,1.1,-7,1,2.6,-2,-6,0,-2,-10,1
COc1ccc(NC(=O)C2CCN(c3nnnn3-c3ccccc3)CC2)cc1,1.1,-4,1.1,0.3,-15,9,-1,-8,-5,1
CC(C)NC(=O)c1ccc(-n2c(=S)[nH]c3ccccc3c2=O)cc1,1.1,-4,1,5.2,-13,-7,1,-4,-6,1
Cc1cc(/C=N/n2cnnc2)c(C)n1-c1ccc2c(c1)OCO2,1,25,1,1.9,-7,0,1,0,-1,1
CC(C)Oc1cccc(C(=O)C2CCCN(C(=O)c3noc4c3CCCC4)C2)c1 (stereo not given),1,-1,1,1.0,-9,2,11,-4,-2,0.9

Sorted by value in APP 5UTR inh (highest first): some entries from above.
compound	TNAP act hiacc	RAM inhibit	TNAP inh no acc	APP 5UTR inh	bIAP inhibitor	TNAP inh hiacc	bIAP act
COc1cc(CN2CCN(S(=O)(=O)c3ccc(NC(C)=O)cc3)CC2)cc(OC)c1O	1.1	4.6	-3	13	-4	-8	1
COc1ccc(NC(=O)C2CCN(c3nnnn3-c3ccccc3)CC2)cc1	1.1	0.3	-15	9	-1	-8	1
Cc1cc(/C=N/n2cnnc2)c(C)n1-c1ccc2c(c1)OCO2	1	1.9	-7	0	1	0	1

(further entries)
SMILES,FLuc act counter,L major viab,TNAP act hiacc,RAM inhibit,TNAP inh no acc,APP 5UTR inh,bIAP inhibitor,TNAP inh hiacc,FLuc inhib CS,bIAP act
CCC(C)(C)n1nnnc1C(c1ccc(O)c(OC)c1)N1CCc2ccccc2C1 (stereo not given),1,1,1,0.3,-4,-10,-11,2,-4,1.1
CCCCCNC(=O)c1cc(S(=O)(=O)N2CCCC2)ccc1F,1.1,-4,1,-0.4,-12,0,9,-4,-10,0.9
CC(CC(C)C(=O)Nc1ccccc1C(C)(C)C)C(=O)O (stereo not given),1.1,-6,1,2.0,-14,-4,8,-3,-7,0.9
Clc1ccc(CNCCC2=CCCCC2)cc1,1,90*,1.1,-0.1,-14,0,11,-6,-3,0.9
COc1ccc(N2CCN(c3ncnc4c3cnn4-c3ccc(C)cc3C)CC2)cc1,1.1,0,1,6.5,-11,-8,6,-4,-7,0.9
CC(C)C(NC(=O)c1ccc(C(C)(C)C)cc1)C(=O)Nc1cccc(S(N)(=O)=O)c1 (stereo not given),0.9,3,0.9,-0.2,2,-3,-3,7,9,1
N/C(=N\OC(=O)c1ccc(Cl)cc1Cl)c1cccnc1,0.1,12,1,1.5,-3,-131,2,4,93*,1
Cc1c(CN(C)C(=O)CSc2nc(-c3ccco3)cc(C(F)(F)F)n2)cnn1C,1,8,1.1,-0.2,-17,9,6,-7,-2,0.9
COc1ccccc1NC(=S)NC(=O)C(C)(C)C,1,-2,1,-1.0,14,0,14,0,0,0.9
CCOc1c(Cl)cc(/C=N/NC(N)=S)cc1OC,1,48,1.1,2.5,-6,-16,-8,-6,-1,1.1
CN(C)S(=O)(=O)c1ccc2c(c1)nc(CCC(=O)NCc1ccc(Cl)cc1)n2C,1,-4,1.1,0.0,-13,-4,3,-5,-4,1
Cc1ccc(-c2cnc(NC(=O)c3cccc(Br)c3)s2)c(C)c1,1,8,1,1.6,-9,-4,32,-4,-3,0.7
CCOC(=O)C1(Cc2ccccc2C(F)(F)F)CCN(CC(O)CO)CC1 (stereo not given),1,-3,1,0.4,-4,-7,3,-1,0,1
COc1cccc(NC(=O)c2ccc3c(c2)N(CC(=O)N2CCCCC2)C(=O)C(C)(C)O3)c1,1.1,2,1,8.8*,-15,19,-5,-4,-5,1.1
CCOc1ccc(N(CC)C(=O)CCNC(=O)Cn2ccc3ccccc3c2=O)cc1,1.1,11,1.1,0.4,-4,-2,0,-8,-6,1
Cc1cccc(NC(=O)c2cc(-c3ccccn3)nc3ccccc23)c1C,1.1,36,1.1,0.5,-1,2,-6,-5,-7,1.1
O=C(Nc1ccc(C(=O)O)cc1)Nc1ccc(F)cc1F,1,-8,1,1.9,-8,-16,7,-1,-4,0.9
COc1ccc(-c2cc(C(F)(F)F)nc(-n3ccnc3C)n2)cc1,1.1,0,1,-0.7,-14,-3,6,0,-6,0.9
CCOc1c(O)ccc(/C=C2\SC(=S)NC2=O)c1[N+](=O)[O-],0.6,-5,0.7,1.7,40,-4,17,32,44,0.8
CCN1CCN(C(=O)Nc2ccccc2OC)CC1,1,-5,1,0.8,-7,5,-12,1,2,1.1
COc1ccc(CCN2C(=O)CC(N3CCN(c4ccccn4)CC3)C2=O)cc1OC (stereo not given),1,2,1,0.9,-7,1,-4,-5,0,1
CC(C)c1nc2c(c(=O)c3ccccc3n2C)c(=O)n1-c1ccc(F)cc1,1,14,1,2.5,-1,11,-37,0,3,1.4
N#C/C(=C(/O)CCl)c1nnc2n1CCCCC2,1,0,1,-0.5,8,13,-11,3,-2,1.1
Cc1ccc(-c2csc(/C(C#N)=C/Nc3ccc4c(c3)OCCO4)n2)cc1,1.1,-5,1,2.5,-6,11,19,3,-8,0.8
COc1cccc(/C=N/NC(=O)c2ccc(CN3c4cccc5cccc(c45)S3(=O)=O)cc2)c1,1.1,82*,1,4.8,-14,10,0,2,-7,1
CCOC(=O)c1ccc(NC(=S)Nc2ccc(Cl)cn2)cc1,1.1,1,1,3.7,-1,-23,8,-3,-5,0.9
COCCN(C(=O)c1ccccc1)c1nnc(-c2cccnc2)s1,1.1,7,1.1,0.7,-14,12,6,-8,-6,0.9
O=C(Nc1ccccn1)NC(C(F)(F)F)C(F)(F)F,1,-1,1,2.1,-4,1,4,-1,-2,1
Cc1[nH]c2ccccc2c1C1=CN2CCS(=O)(=O)N=C2S1,1,-2,1,3.1,-8,2,-6,0,-2,1.1
CC(NC(=S)Nc1ccccc1OC(F)F)C(C)(C)C (stereo not given),1,17,1,1.8,-5,-4,-4,-3,-2,1
COc1cc(C(=S)N2CCOCC2)ccc1OS(=O)(=O)c1ccccc1[N+](=O)[O-],1.1,20,1,0.9,-17,-4,-4,0,-9,1
CN(C)c1cc(N)c2ccccc2n1 (tested in a mixture with another compound),1,6,1,2.3,-6,-8,-5,-1,0,1
O=C(Nc1cccc2cccnc12)c1ccc(Br)o1,1,5,1,0.7,-20,-4,19,-4,-2,0.8
Cc1ccc2nc3c(cc(C#N)c(=O)n3-c3nccs3)c(=O)n2c1,1,4,1,2.7,-12,-14,-13,3,-4,1.1
COC(=O)[C@H](C)NC(=O)Nc1cccc(C)c1,1.1,-5,1,0.9,-8,-6,-4,-3,-7,1
Cn1c(=O)c2c(ncn2Cc2nnc(N)s2)n(C)c1=O,1,-9,1,0.1,-17,-6,-4,-2,0,1
